PfHsp90 yeast 2: reduces growth (ATP signal) of yeast expressing P. falciparum Hsp90 | S. cerevisiae expressing PfHsp90, BacTiter-Glo ATP, 48 h; yeast lacking PDR1 and PDR3 efflux regulators | inhibition, % at 9.4 µM | actives 0.32% (n = 310,000) | AID 504621;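 active = every replicate shows inhibition above about 80%, whatever the replicate mean, limit read from the data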;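 note: 0% = DMSO neutral controls and 100% = 20 µM radicicol positive controls; yeast relying on Plasmodium falciparum Hsp90 in place of its own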
phage Ecoli inh: E. coli growth loss with phage present. growth absorbance. AID 651602. actives 0.26% (n = 360,000). inhibition, % at 11.9 µM; in the data active = inhibition above about 11%
Ecoli viability: bacterial growth inhibition, counter-screen for AddAB inhibitors | E. coli V3065 growth, OD600 absorbance, 18 h | inhibition, % at 11.9 µM | actives 0.27% (n = 330,000) | AID 449728;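 active = inhibition above the campaign's mean inhibition across all tested compounds plus 3 SD, cut at about 9.9% in these data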;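 note: uninfected addAB+ strain grown without phage in ampicillin broth; 0% = DMSO wells and 100% = ciprofloxacin 0.95 µg/ml wells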
DSG3 Ab inh: blocks pemphigus antibody binding to human desmoglein-3; P32926; DSG3-coupled beads, scFv-anti-DSG3-GFP binding, flow cytometry; hits give low values; binding (percent of control), % at 10 µM; actives 0.48% (n = 310,000); AID 588358;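 active = binding more than 3 SD below its plate's average and above zero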;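 note: hits lower antibody fragment binding to DSG3; some compounds called inactive have numbers as strong as hits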
Tat export inh: E. coli Tat transport inhibition | E. coli MC4100 TorA-mCherry Tat export, fluorescence | inhibition, % at 10 µM | actives 0.036% (n = 340,000) | AID 488895;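 active = mean replicate inhibition at least 50% and at least half of replicates individually reaching 50%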;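 note: exported cargo escapes ClpAP degradation while cytoplasmic cargo is degraded and loses fluorescence; 0% = median of neutral control wells and 100% = median of NaSCN control wells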
Arrestin-AP2 inh: inhibitors of human beta-arrestin and AP2 interaction. FITC-arrestin peptide / GST-AP2 beads, flow cytometry; AP2 beta2 appendage carries R879A mutation. inhibition, % at 10 µM. actives 0.31% (n = 340,000);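 active = inhibition above a set limit, near 3 SD of compounds lacking own fluorescence, cut at about 54% in these data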;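 note: plate controls were DMSO wells for no effect and 5 µM unlabelled arrestin peptide for full effect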
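Assay system: GST-AP2 R879A bound to glutathione beads, E. coli-expressed; Medium: PBS with 0.05% Tween 20 and 0.1% BSA; Also added: fluorescein-tagged arrestin peptide at 50 nM final; Timing: 12 min plus 1 h, RT; Measured by: flow cytometry, FL1 (488/535 nm); Evaluation: percent drop in bead-associated FITC signal.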
OPRM1-OPRD1 inv: inverse agonists of human mu-delta opioid receptor heterodimerization; AID 504357; inhibition, % at 9.3 µM; P35372+P41143; cell-based MOR-DOR heterodimer luminescence, inverse agonism; actives 0.21% (n = 340,000); in the data active = inhibition above about 22%, passing the limit was not always enough;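 note: 0% = cells with DMSO and 100% = wells without cells with DMSO; values of inactives mirror those of a sister screen read the other way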
Target sequence (P35372 whole entry, looked up): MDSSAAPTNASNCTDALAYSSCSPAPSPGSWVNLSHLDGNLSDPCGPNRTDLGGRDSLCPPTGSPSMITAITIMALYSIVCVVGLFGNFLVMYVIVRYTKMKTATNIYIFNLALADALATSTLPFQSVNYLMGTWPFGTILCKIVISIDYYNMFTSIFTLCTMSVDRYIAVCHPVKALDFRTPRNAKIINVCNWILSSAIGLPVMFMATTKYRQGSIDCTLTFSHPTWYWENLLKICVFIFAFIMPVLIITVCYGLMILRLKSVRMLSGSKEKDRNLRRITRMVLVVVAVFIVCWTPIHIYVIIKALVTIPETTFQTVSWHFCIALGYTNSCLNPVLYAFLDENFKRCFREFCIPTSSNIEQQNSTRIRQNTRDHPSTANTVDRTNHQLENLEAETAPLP
Target sequence (P41143 whole entry, looked up): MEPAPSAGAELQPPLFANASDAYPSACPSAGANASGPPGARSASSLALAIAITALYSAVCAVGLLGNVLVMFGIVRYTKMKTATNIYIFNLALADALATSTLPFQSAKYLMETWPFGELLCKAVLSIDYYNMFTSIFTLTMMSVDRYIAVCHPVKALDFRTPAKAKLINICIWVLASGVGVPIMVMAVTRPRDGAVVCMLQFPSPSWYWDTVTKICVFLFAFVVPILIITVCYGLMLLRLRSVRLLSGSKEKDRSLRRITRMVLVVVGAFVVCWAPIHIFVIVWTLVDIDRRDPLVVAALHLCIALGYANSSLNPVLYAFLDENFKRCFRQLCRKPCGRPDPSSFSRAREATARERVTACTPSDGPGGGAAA
AddAB inh: less growth of phage-infected E. coli with AddAB; actives 0.29% (n = 330,000); inhibition, % at 11.9 µM; E. coli expressing H. pylori AddAB, absorbance growth; AID 435030; in the data active = inhibition above about 12%;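 note: 0% = vehicle wells of infected cells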
PKA-R1A activ: activates the PKA-R1A holoenzyme complex | AID 504707 | PKA-R1A dissociation, Cy5-IP20 fluorescence polarization; scaled: DMSO 0%, 113 µM cGMP 100% | activation, % at 11.4 µM | actives 0.083% (n = 340,000);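 active = percent activation above the mean of all tested compounds plus 3 SD, cut at about 19% in these data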;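 note: higher means more PKAc released from R1A so a rise in polarization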
OPRM1-OPRD1 ag: OPRM1-OPRD1 heterodimerization agonism; activation, % at 9.3 µM; AID 504326; cells, luminescence; actives 0.3% (n = 340,000); in the data active = activation above about 18%;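 note: 0% = vehicle-treated cells and 100% = reference agonist; values of inactives mirror those of a sister screen read the other way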
SUMO Mot1 rescue: inhibitors of SUMOylation pathway: yeast Mot1-301 growth rescue; growth rescue, % at 18.8 µM; S. cerevisiae Mot1-301 growth rescue, ATP luminescence, 38.5C; percent above DMSO median, 100 means doubled; actives 1% (n = 320,000);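 active = every valid replicate shows activation above 250% relative to neutral control wells; inactive = the rest, any valid replicate at or below 250%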;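 note: OY570 slx delta 5 strain wells were the positive control but not used for scaling; some compounds called inactive have numbers as strong as hits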
* hit, by the source's call; x = not tested or not shown.

SMILES	PfHsp90 yeast 2	phage Ecoli inh	Ecoli viability	DSG3 Ab inh	Tat export inh	Arrestin-AP2 inh	OPRM1-OPRD1 inv	AddAB inh	PKA-R1A activ	OPRM1-OPRD1 ag	SUMO Mot1 rescue
Cc1csc2ncc(C(=O)Nc3ccccc3Cl)c(=O)n12	-7	0.2	-0.3	103	-14	3	5	0.6	4	-0.9	678
O=C(Nc1ccc(Cl)cc1Cl)c1ccc2c(=O)n3c(nc2c1)CCC3	x	-2.4	-0.3	89	-5	15	-42	-1.9	-6	6.6	-10
CCCNC(=O)NNC(=O)c1cc(-c2ccc3c(c2)OCO3)nc2ccccc12	5	-1.2	-1.0	100	-9	1	19	0.1	-14	-3.7	1
COc1ccccc1CNC(=O)C1Cc2cc(S(=O)(=O)N3CCCC3)ccc2N1C(C)=O (stereo not drawn)	11	-0.2	1.4	108	-3	0	16	0.8	-7	-3.1	-11
O=c1cc(N2CCC3(CC2)OCCO3)[nH]c(=O)n1C1CCCCC1	-12	1.1	0.1	114	4	0	10	2.6	-11	-1.9	-12
Cc1ccc(C2CC2c2n[nH]c(=S)n2-c2ccc(Cl)cc2)cc1 (stereo not drawn)	-3	2.8	1.6	103	15	-1	-39	3.1	3	7.4	10
CCOCCCNC(=O)C(NC(=O)c1cnccn1)c1ccc(C)cc1 (stereo not drawn)	x	3.9	0.5	x	-3	30	-5	4.3	3	0.9	x
O=C(CCC(=O)N1CCN(S(=O)(=O)c2ccc(Cl)cc2)CC1)Nc1ccc2ccccc2c1	-2	0.8	-0.7	104	6	-8	-11	0.7	-6	2.2	-1
CCn1cc(S(=O)(=O)N2CCCC2)cn1	5	4.2	1.8	95	0	14	10	6.0	1	-1.8	225
CCOC(=O)/C(=N\Nc1ccc(OC)cc1)c1csc(Nc2ccccc2)n1	-54	1.4	0.5	100	6	4	3	-0.1	-10	-0.6	5
O=C(O)c1[nH]c2ccccc2c1CC(=O)N1CCN(c2ccccc2)CC1	14	4.4	4.4	103	-5	31	15	1.4	-13	-3.1	-6
Cc1nnc(NC(=O)c2sc3nc(-c4cccs4)cc(C(F)(F)F)c3c2N)s1	1	-0.4	-0.9	133	0	9	-55	0.3	2	9.6	6
COC(=O)c1ccc(NC(=O)COC(=O)C2=NN(c3ccccc3)C(=O)CC2)cc1	-2	2.7	-0.5	109	-2	-4	7	-0.7	-2	-1.8	-15
COC(=O)c1ccc(NC(=O)COc2ccc([N+](=O)[O-])cc2)cc1	9	-1.5	0.4	95	-2	11	3	0.4	3	-0.5	-4
CSc1nnc([C@H](Cc2c[nH]c3ccccc23)NC(=O)OC(C)(C)C)o1	-7	3.5	-0.7	x	2	-2	11	-0.4	-4	-2.2	-6
CN(CC(=O)Nc1ccc(F)c(F)c1F)C(=O)C1CC(=O)N(c2ccc3c(c2)OCCO3)C1 (stereo not drawn)	x	1.9	-0.2	101	-1	21	5	-0.1	-6	-0.8	-5
CCCCN(C(=O)Cn1nnc2ccccc21)C(C(=O)NCCOC)c1cccs1 (stereo not drawn)	-15	-0.8	0.0	x	-3	0	9	1.0	-13	-1.5	10
O=c1c2ccccc2ncn1Cc1ccc(Cl)c(Cl)c1	-10	0.2	-1.4	118	-1	5	-13	1.4	-6	2.6	-30
COc1cccc(NC(=O)C2CCCN(S(C)(=O)=O)C2)c1 (stereo not drawn)	-7	2.2	1.6	120	12	-4	13	1.0	13	-2.6	-15
CCOCCCNCC(=O)Nc1ccc(S(=O)(=O)NC(C)CC)cc1 (stereo not drawn)	2	-0.9	2.8	103	-5	-4	7	0.8	-3	-1.5	-2

Individual results from the results shown.
Result of `COC(=O)c1ccc(NC(=O)COC(=O)C2=NN(c3ccccc3)C(=O)CC2)cc1` under PKA-R1A activ: -2
Result of `CCOC(=O)/C(=N\Nc1ccc(OC)cc1)c1csc(Nc2ccccc2)n1` under AddAB inh: -0.1

More records follow:
SMILES	PfHsp90 yeast 2	phage Ecoli inh	Ecoli viability	DSG3 Ab inh	Tat export inh	Arrestin-AP2 inh	OPRM1-OPRD1 inv	AddAB inh	PKA-R1A activ	OPRM1-OPRD1 ag	SUMO Mot1 rescue
Cc1ccc2oc(C(=O)N3CCN(CC(=O)NC(C)C)CC3)c(C)c2c1	-11	1.6	0.9	117	10	-18	5	-1.4	-12	-0.9	12
CCC(=O)Nc1nnc(S(=O)(=O)N(CC)c2cc(C)cc(C)c2)s1	-19	3.4	x	x	-2	3	1	x	-3	-0.3	-7
CSCCC(NC(=O)c1ccc(Cl)cc1)C(=O)OCC(=O)c1ccc[nH]1 (stereo not drawn)	35	4.0	0.0	108	-5	-1	-10	3.3	-4	1.9	69
O=C(NC1CCN(S(=O)(=O)c2cccc(Cl)c2)CC1)C1CCCCC1	-1	1.1	1.1	100	0	-3	11	0.7	3	-2.0	8
O=C(COC(=O)c1c(Cl)ccc(Cl)c1Cl)NC(=O)NCc1ccccc1	-8	1.9	-0.7	101	-2	7	-26	1.8	1	5.2	1
COc1ccccc1N1CCN(C(=O)c2ccc(N3CCCCS3(=O)=O)cc2)CC1	-6	1.3	-0.2	96	-5	15	6	2.5	-8	-1.1	607*
O=C1CCN(Cc2cccnc2)CCN1[C@H](CO)c1ccccc1	-4	0.0	0.6	102	4	-1	19	1.4	-4	-3.5	31
O=C(c1cc(-c2cccc3ccccc23)nc2ccccc12)N1CCN(CCO)CC1	20	0.0	-0.2	x	-5	6	-3	1.5	2	0.8	20
COc1ccc(CCN=C(N)NS(=O)(=O)c2ccc(F)cc2)cc1	-88	3.1	1.3	83	-1	14	6	1.4	-10	-1.2	-5
Brc1cc2c(cc1-c1nc3ccccc3s1)OCO2	6	0.9	0.6	94	0	-4	-20	1.0	-7	3.2	29
CCOc1ccc(NC(=O)CN(C)C(=O)CCc2ccccc2Cl)cc1OCC	13	-1.6	0.9	96	1	-8	9	3.1	-15	-1.7	24
Cc1ccc(N2CN=c3s/c(=C\c4cccnc4)c(=O)n3C2)cc1	-10	1.2	-0.6	105	-1	3	3	2.2	1	-0.5	-10
CCOc1ccc(OCC(=O)OC(C)C(=O)Nc2ccc(Cl)cn2)cc1 (stereo not drawn)	x	2.0	-0.5	101	4	-5	-7	2.4	-9	1.1	417
COCCn1c(SCc2nc3sc(C(=O)OC)c(C)c3c(=O)[nH]2)nc2ccccc21	-2	3.5	-0.7	x	-9	14	7	2.4	5	-1.2	-10
C/C=C/n1ccnc1CC(O)(c1ccccc1)c1ccc(C)cc1 (stereo not drawn)	-2	-1.1	-3.2	x	-7	30	3	-1.4	-1	-0.5	-22
Cc1ccc2c(c1)NC(=O)C(CC(=O)NC1CCCCC1C)O2 (stereo not drawn)	-8	0.8	0.0	110	-4	12	0	5.9	0	-0.1	-3
CC(C)c1nc2sc3c(=O)[nH]cnc3c2c2c1CCCC2	-50	2.1	-0.2	94	0	0	-5	-0.3	-5	1.0	-7
Cc1ccc2c(c1)N(CCCC(=O)NCCCN1CCCC1=O)C(=O)CO2	9	2.5	-0.9	101	1	-11	-6	-0.2	1	1.0	9
Cc1ccc(S(=O)(=O)N2[C@@H](c3cccc(Cl)c3)C(C(=O)O)=CC[C@H]2c2ccc(Cl)c(Cl)c2)cc1	-46	3.5	1.9	102	11	27	6	1.6	6	-1.1	33
Cc1nc2ccccc2n1CC(O)COCC1CC=CCC1 (stereo not drawn)	6	2.8	-1.4	97	2	0	3	0.7	-5	-0.5	0
CCc1ccc(C(=O)COC(=O)c2ccc(-c3nnc(-c4ccccc4)o3)cc2)cc1	x	1.8	0.5	106	-13	-10	11	0.2	-11	-2.4	606
Cc1ccsc1C1C(C#N)=C(N)N(N(C)C)C2=C1C(=O)CCC2 (stereo not drawn)	x	-0.9	-1.1	123	3	12	5	-0.7	-20	-1.0	-12
COC(=O)[C@@]1(C)[C@H]2C(=O)N(C)C(=O)[C@H]2[C@H]2CN(C)C(=NC3CCCCC3)N21	20	1.5	3.4	101	-6	-4	15	0.1	-1	-3.1	x
COc1cccc(N2CCN(C(=O)c3c(C)nn(-c4ccccc4)c3C)CC2)c1	-15	1.4	-0.1	107	10	-10	-28	1.4	-10	6.1	12
CSc1ccc(/C=N/NC(=O)c2ccc(O)cc2)cc1	-24	2.8	-0.9	x	0	-14	-2	1.8	-8	0.4	-25
CCc1ccc2c(c1)c(N=NC1=NC(=O)CS1)c(O)n2CC	14	-3.0	-0.1	x	3	22	14	-2.9	-10	-2.5	-5
COc1ccc(S(=O)(=O)NCC2CCCN(C(=O)CC3CCCC3)C2)cc1 (stereo not drawn)	-6	1.8	0.2	97	-4	22	-5	-0.3	6	1.0	x
CC1CCCCN1CC(=O)Nc1ccc(N2CCCCCC2)cc1 (stereo not drawn)	28	0.8	1.5	102	6	6	-18	0.6	0	3.3	-8
Cn1c(Cl)nc2ccccc21	9	3.0	-1.4	x	2	2	-12	0.2	1	2.3	1
O=C1COCCOCCOCCOCC(=O)NCCN1	21	3.3	1.1	97	2	11	-1	-1.8	12	0.1	-25
Cc1ccc(Sc2ccc(S(=O)(=O)Nc3ccc(C(=O)O)cc3)cc2)cc1C	-22	4.1	1.9	100	8	1	8	2.2	-12	-1.6	6
Cc1[nH]c2ccccc2c1C(C[N+](=O)[O-])c1ccco1 (stereo not drawn)	2	1.5	-1.9	103	-11	-8	-3	3.6	-6	0.6	3
CCn1c(=O)c(C(=O)NNC(=O)c2ccccc2Br)c(O)c2ccccc21	0	8.9	6.2	106	2	2	8	4.2	-7	-1.5	-2
COc1ccc(/C=C2/SC(=S)N(CCCC(=O)Nc3ccccc3C(=O)O)C2=O)cc1	-11	1.8	0.1	104	0	20	14	3.1	10	-2.6	-6
O=C(c1cccc(Cl)c1)N1CCN(C2CCCCCC2)CC1	-34	2.2	-1.7	102	-1	-5	9	3.5	-7	-2.0	175
COc1ccc2cc(C3NC(=O)c4ccccc4N3)c(Cl)nc2c1 (stereo not drawn)	-4	2.0	0.2	94	-5	-6	15	1.2	-8	-2.7	8
Cc1ccc(NC(=O)Cc2c(F)cccc2Cl)cc1S(=O)(=O)N1CCOCC1	2	1.8	0.1	118	-8	-8	19	-1.7	-4	-3.6	0
COc1ccc(-c2noc(N(C)CC(=O)Nc3cccc(C(F)(F)F)c3)n2)cc1	35	2.4	3.2	109	1	7	-27	1.7	-24	4.8	5
OC(CNCc1ccc(Cl)cc1)(c1ccccc1)c1ccc(F)cc1 (stereo not drawn)	-16	2.5	0.6	99	1	-4	-42	0.3	-2	7.4	-22

Screening data (PubChem)
